Assay outcomes (PubChem)
TNAP inh hiacc: inhibitors of human TNAP at high phosphate acceptor concentration. P05186. 200,000 tested, 0.03% active. purified TNAP, CDP-star luminescence, 1 M DEA. inhibition, % at 20 µM;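 active means over 50% inhibition of tissue-nonspecific alkaline phosphatase at 20 µM in the single-dose screen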;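 further: plate controls were DMSO wells for no effect and EDTA-quenched wells as full inhibition for full effect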
Target sequence (P05186 whole entry, looked up): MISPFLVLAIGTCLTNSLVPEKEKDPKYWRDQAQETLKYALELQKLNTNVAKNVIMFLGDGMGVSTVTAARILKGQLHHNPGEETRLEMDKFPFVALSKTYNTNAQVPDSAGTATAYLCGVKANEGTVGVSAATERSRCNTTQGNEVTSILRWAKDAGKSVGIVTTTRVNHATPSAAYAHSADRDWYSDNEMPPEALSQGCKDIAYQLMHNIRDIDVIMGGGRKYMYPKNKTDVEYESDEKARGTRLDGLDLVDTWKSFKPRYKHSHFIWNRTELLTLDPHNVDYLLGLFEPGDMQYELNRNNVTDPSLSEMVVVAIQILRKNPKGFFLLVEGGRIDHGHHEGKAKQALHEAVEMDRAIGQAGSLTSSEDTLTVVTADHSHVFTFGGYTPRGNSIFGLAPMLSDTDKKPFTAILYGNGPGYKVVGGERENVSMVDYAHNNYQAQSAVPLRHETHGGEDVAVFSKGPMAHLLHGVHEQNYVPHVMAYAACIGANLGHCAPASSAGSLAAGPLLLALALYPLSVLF
TNAP inh noacc: inhibitors of human TNAP without phosphate acceptor; P05186; inhibition, % at 20 µM; 200,000 tested, 0.26% active; purified TNAP, CDP-star luminescence, 30 min;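 active means tissue-nonspecific alkaline phosphatase inhibition above about 50% at 20 µM in the single-dose screen, limit read from the data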;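 further: 0% = DMSO negative control and 100% = EDTA positive control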
PPARg SRC-3 ag: promotes SRC-3 coactivator recruitment by human PPARgamma | activation, % at 8 µM | biochemical PPARgamma/SRC-3 coactivator recruitment assay | 200,000 tested, 0.26% active | AID 731 | P37231; in the data active means activation above about 23%;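 further: 0% = DMSO and 100% = reference agonist; some compounds past the cut are filed as inactive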
Target sequence (P37231 whole entry, looked up): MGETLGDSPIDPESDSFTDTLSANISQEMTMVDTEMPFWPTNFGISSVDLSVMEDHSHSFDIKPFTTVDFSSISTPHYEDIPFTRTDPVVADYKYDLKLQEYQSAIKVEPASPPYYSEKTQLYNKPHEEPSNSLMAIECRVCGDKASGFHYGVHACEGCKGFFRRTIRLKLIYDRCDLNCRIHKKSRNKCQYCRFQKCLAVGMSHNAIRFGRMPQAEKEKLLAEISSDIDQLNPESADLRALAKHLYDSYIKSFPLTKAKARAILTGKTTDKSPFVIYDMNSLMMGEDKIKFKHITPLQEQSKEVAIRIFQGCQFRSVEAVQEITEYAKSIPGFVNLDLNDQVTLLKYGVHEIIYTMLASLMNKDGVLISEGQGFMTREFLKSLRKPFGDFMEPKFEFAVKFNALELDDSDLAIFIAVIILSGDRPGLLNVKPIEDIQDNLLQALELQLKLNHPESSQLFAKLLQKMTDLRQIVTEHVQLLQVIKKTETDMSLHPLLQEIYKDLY
bIAP inhibitor: intestinal alkaline phosphatase (bovine) inhibition; purified bovine IAP, CDP-star luminescence, 30 min; 190,000 tested, under 10 active; inhibition, % at 20 µM; AID 1019;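 active means over 50% inhibition of intestinal alkaline phosphatase at 20 µM in the single-dose screen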
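Assay system: bovine IAP enzyme; medium: DEA buffer 100 mM, pH 9.8, with MgCl2 1.0 mM, ZnCl2 0.02 mM; doses: 20 µM single dose; incubation: enzyme reaction for 30 min at room temperature; detection: CDP-star luminescence signal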
TR-FRET SRC-2 ct: counter-screen for PPARgamma SRC-2 recruitment agonists: TR-FRET artefact | TR-FRET ratio at 8 µM | hits give high values | 200,000 tested, 0.4% active | AID 1049; in the data active means TR-FRET ratio above about 2000; further: inactives centre near 1500
TNAP act hi DEA: TNAP (human) activation, high acceptor. purified TNAP, CDP-star luminescence, 1 M DEA, 30 min; hits give high values; 0 = EDTA background, 1 = DMSO-only activity. activation factor at 20 µM. 200,000 tested, under 10 active;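 active means activation factor at least 2 at 20 µM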
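Measured by: Luminescent substrate turnover signal | Test system: Human TNAP | Input: TNAP 1/800 final | Dosing: 20 µM single point | Schedule: 30 min, room temperature | Controls: EDTA wells as negative control, DMSO wells as positive control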
Efa HMGR inh: E. faecalis class II HMG-CoA reductase inhibition | purified E. faecalis HMGR, NADPH absorbance 340 nm kinetic | inhibition, % at 10 µM | 190,000 tested, 0.41% active | AID 1066;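 active means inhibition above a set limit, the median over all tested compounds plus 3 SD, cut at about 9.5% in these data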;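 further: enzyme runs in reverse so mevalonate oxidation gives rising NADPH absorbance; 0% = complete reaction with DMSO and 100% = background rate lacking mevalonate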
bIAP act: increases bovine intestinal alkaline phosphatase activity; purified bovine IAP, CDP-star luminescence, 30 min; hits give high values; fold of DMSO-control signal, blank-subtracted; activation factor at 20 µM; 200,000 tested, 0.17% active; AID 1016;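 active means activation factor of 2 or more at 20 µM, a signal rise over negative controls twice the positive control's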
PPARg SRC-2 ag: PPARgamma-driven SRC-2 recruitment agonism. 200,000 tested, 0.34% active. PPARgamma LBD-SRC-2 recruitment, biochemical. activation, % at 8 µM. AID 1032; in the data active means activation above about 22%;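 further: 0% = vehicle and 100% = reference agonist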
PPARg SRC-1 ag: agonists of human PPARgamma SRC-1 coactivator recruitment; P37231; PPARgamma-SRC-1 coactivator recruitment biochemical assay; activation, % at 8 µM; 200,000 tested, 0.41% active; in the data active means activation above about 19%;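 further: 0% = DMSO and 100% = reference agonist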
* = called active by the depositor.

Screening CSc1nnc(Nc2ccccc2C)s1 returned TNAP inh hiacc -5.9, TNAP inh noacc 1.1, PPARg SRC-3 ag -4.3, bIAP inhibitor -2.0, TR-FRET SRC-2 ct 1517, TNAP act hi DEA 1.1, Efa HMGR inh -4.0, bIAP act 1, PPARg SRC-2 ag 5.5 and PPARg SRC-1 ag 2.8.
CCSc1nc2ccccc2c(=O)n1OCC(=O)OC was read as TNAP inh hiacc -5.6, TNAP inh noacc -9.9, PPARg SRC-3 ag -11.7, bIAP inhibitor 14.4, TR-FRET SRC-2 ct 1593, TNAP act hi DEA 1.1, Efa HMGR inh -2.8, bIAP act 0.9, PPARg SRC-2 ag 7.4 and PPARg SRC-1 ag 7.3.
Screening Cc1ccccc1NC(C)C(=O)N/N=C/c1c[nH]c2ccccc12 (centres undefined) returned TNAP inh hiacc -4.1, TNAP inh noacc -7.6, PPARg SRC-3 ag 6.4, bIAP inhibitor 9.3, TR-FRET SRC-2 ct 1759, TNAP act hi DEA 1, Efa HMGR inh 5.7, bIAP act 0.9, PPARg SRC-2 ag 0.8 and PPARg SRC-1 ag 13.4.
O=Nc1c(O)n(Cc2cccc(C(F)(F)F)c2)c2ccccc12 was read as TNAP inh hiacc -4.6, TNAP inh noacc -5.5, PPARg SRC-3 ag 0.6, bIAP inhibitor 3.8, TR-FRET SRC-2 ct 1558, TNAP act hi DEA 1, Efa HMGR inh -1.2, bIAP act 1, PPARg SRC-2 ag 5.0 and PPARg SRC-1 ag -1.0.
CC(C)C(=O)c1cc2c(cc1NC(=O)c1cccs1)OCCO2 was read as TNAP inh hiacc -1.6, TNAP inh noacc -2.8, PPARg SRC-3 ag 7.8, bIAP inhibitor 4.3, TR-FRET SRC-2 ct 1418, TNAP act hi DEA 1, Efa HMGR inh -1.7, bIAP act 1, PPARg SRC-2 ag -11.0 and PPARg SRC-1 ag -0.5.
COc1cc2c(cc1NC(=O)c1cccc([N+](=O)[O-])c1)oc1ccccc12 was read as TNAP inh hiacc 1.8, TNAP inh noacc -1.3, PPARg SRC-3 ag -2.9, bIAP inhibitor -12.5, TR-FRET SRC-2 ct 1494, TNAP act hi DEA 1, Efa HMGR inh 2.7, bIAP act 1.1, PPARg SRC-2 ag 0.3 and PPARg SRC-1 ag 2.8.
CC(=O)c1ccc(N2CCN(c3ccc(C(F)(F)F)cn3)CC2)cc1 was read as TNAP inh hiacc 0.3, TNAP inh noacc -5.8, PPARg SRC-3 ag -0.7, bIAP inhibitor -2.7, TR-FRET SRC-2 ct 1604, TNAP act hi DEA 1, Efa HMGR inh -2.7, bIAP act 1, PPARg SRC-2 ag -4.4 and PPARg SRC-1 ag -5.8.
`CC(Oc1ccc(Br)cc1)C(=O)N1CCc2ccccc21` (centres undefined) gave TNAP inh hiacc -6.5, TNAP inh noacc -4.8, PPARg SRC-3 ag -5.8, bIAP inhibitor 7.9, TR-FRET SRC-2 ct 1508, TNAP act hi DEA 1.1, Efa HMGR inh -0.5, bIAP act 0.9, PPARg SRC-2 ag -4.9 and PPARg SRC-1 ag -3.2.
`Cc1ccc(NC(=O)c2noc3c2CCCCC3)cc1C` gave TNAP inh hiacc -0.9, TNAP inh noacc -5.9, PPARg SRC-3 ag 2.9, bIAP inhibitor 1.7, TR-FRET SRC-2 ct 1650, TNAP act hi DEA 1, Efa HMGR inh 0.8, bIAP act 1, PPARg SRC-2 ag -0.8 and PPARg SRC-1 ag 5.6.
O=C(CNC(=O)c1ccco1)Nc1cc(Cl)ccc1N1CCOCC1 was read as TNAP inh hiacc -5.3, TNAP inh noacc -4.0, PPARg SRC-3 ag 19.4, bIAP inhibitor -16.1, TR-FRET SRC-2 ct 1724, TNAP act hi DEA 1.1, Efa HMGR inh 0.4, bIAP act 1.2, PPARg SRC-2 ag 5.3 and PPARg SRC-1 ag 7.0.
Screening Cc1ccc2cc(CCNC(=O)C(C)C)c(=O)[nH]c2c1 returned TNAP inh hiacc 0.5, TNAP inh noacc -17.0, PPARg SRC-3 ag 2.5, bIAP inhibitor 5.5, TR-FRET SRC-2 ct 1659, TNAP act hi DEA 1, Efa HMGR inh -4.9, bIAP act 0.9, PPARg SRC-2 ag 4.7 and PPARg SRC-1 ag 6.1.
`Cc1ccc2c(c1)CCCN2C(=O)c1ccco1` gave TNAP inh hiacc 3.9, TNAP inh noacc -3.5, PPARg SRC-3 ag 2.5, bIAP inhibitor 9.1, TR-FRET SRC-2 ct 1543, TNAP act hi DEA 1, Efa HMGR inh -2.9, bIAP act 0.9, PPARg SRC-2 ag 2.4 and PPARg SRC-1 ag 1.5.
`Cc1cc(C)nc(N(C#N)Cc2ccccc2Cl)n1` gave TNAP inh hiacc -3.4, TNAP inh noacc -13.6, PPARg SRC-3 ag -0.2, bIAP inhibitor 13.5, TR-FRET SRC-2 ct 1744, TNAP act hi DEA 1, Efa HMGR inh -0.7, bIAP act 0.9, PPARg SRC-2 ag 4.4 and PPARg SRC-1 ag 0.2.
`COC(=O)c1c(NC(=O)CN2CCN(C(=O)c3ccco3)CC2)c2cc(C)ccc2n1C` gave TNAP inh hiacc -4.5, TNAP inh noacc -8.0, PPARg SRC-3 ag 0.8, bIAP inhibitor 6.9, TR-FRET SRC-2 ct 1617, TNAP act hi DEA 1, Efa HMGR inh -1.6, bIAP act 0.9, PPARg SRC-2 ag 3.2 and PPARg SRC-1 ag 11.2.
For S=C(Nc1ccccc1)N(CCN1CCOCC1)Cc1cccc(Cl)c1 the results were TNAP inh hiacc -6.1, TNAP inh noacc -8.2, PPARg SRC-3 ag -3.2, bIAP inhibitor -7.2, TR-FRET SRC-2 ct 1460, TNAP act hi DEA 1.1, Efa HMGR inh -3.0, bIAP act 1.1, PPARg SRC-2 ag -1.9 and PPARg SRC-1 ag -6.8.
`CN(C)S(=O)(=O)c1ccc(Cl)c(NC(=O)CN2CCNC(=O)C2)c1` gave TNAP inh hiacc -4.1, TNAP inh noacc -7.5, PPARg SRC-3 ag 2.0, bIAP inhibitor -13.2, TR-FRET SRC-2 ct 1426, TNAP act hi DEA 1, Efa HMGR inh -4.0, bIAP act 1.1, PPARg SRC-2 ag -2.1 and PPARg SRC-1 ag 4.7.
`O=C(Cc1cccc2ccccc12)OCn1nnc2ccccc2c1=O` gave TNAP inh hiacc -6.0, TNAP inh noacc 5.1, PPARg SRC-3 ag -3.1, bIAP inhibitor 12.9, TR-FRET SRC-2 ct 1397, TNAP act hi DEA 1.1, Efa HMGR inh -6.1, bIAP act 0.9, PPARg SRC-2 ag 4.6 and PPARg SRC-1 ag 2.1.
Screening Cc1ccc2c(SCC(=O)NCc3ccco3)nc(-c3ccc(F)cc3)nc2c1 returned TNAP inh hiacc -7.7, TNAP inh noacc -7.8, PPARg SRC-3 ag 12.7, bIAP inhibitor 4.3, TR-FRET SRC-2 ct 1487, TNAP act hi DEA 1.1, Efa HMGR inh -0.3, bIAP act 1, PPARg SRC-2 ag -3.4 and PPARg SRC-1 ag 5.7.
`Cn1nc(CC(=O)Nc2cccnc2N2CCOCC2)c2ccccc2c1=O` gave TNAP inh hiacc -10.2, TNAP inh noacc -16.2, bIAP inhibitor 0.2, TNAP act hi DEA 1.1 and bIAP act 1.
For CNc1nnc(CSc2nc(C)cc(C)n2)s1 the results were TNAP inh hiacc -1.3, TNAP inh noacc -8.4, PPARg SRC-3 ag 11.2, bIAP inhibitor 12.9, TR-FRET SRC-2 ct 1550, TNAP act hi DEA 1, Efa HMGR inh -1.8, bIAP act 0.9, PPARg SRC-2 ag 1.9 and PPARg SRC-1 ag -1.8.
Screening COC(=O)c1c(NC(=O)COC(=O)CNC(=O)C2CCCCC2)sc(C)c1C returned TNAP inh hiacc -3.9, TNAP inh noacc -4.3, PPARg SRC-3 ag 3.4, bIAP inhibitor 33.2, TR-FRET SRC-2 ct 1552, TNAP act hi DEA 1, Efa HMGR inh -1.0, bIAP act 0.7, PPARg SRC-2 ag 2.9 and PPARg SRC-1 ag 3.3.
N/C(COc1ccccc1)=N\NS(=O)(=O)c1ccccc1 was read as TNAP inh hiacc -1.3, TNAP inh noacc -15.9, PPARg SRC-3 ag -3.9, bIAP inhibitor 12.8, TR-FRET SRC-2 ct 1556, TNAP act hi DEA 1, Efa HMGR inh 0.9, bIAP act 0.9, PPARg SRC-2 ag 4.3 and PPARg SRC-1 ag 5.0.
CC12COC3(C(=O)Nc4ccccc4)CC1CCC32C (centres undefined) was read as TNAP inh hiacc 0.0, TNAP inh noacc -4.2, PPARg SRC-3 ag -1.6, bIAP inhibitor 9.1, TR-FRET SRC-2 ct 1482, TNAP act hi DEA 1, Efa HMGR inh -3.7, bIAP act 0.9, PPARg SRC-2 ag -5.6 and PPARg SRC-1 ag -2.9.
`COc1ccc(-n2nnc3c(=O)n(Cc4cc(C)ccc4C)cnc32)cc1` gave TNAP inh hiacc -3.0, TNAP inh noacc -9.4, PPARg SRC-3 ag 6.7, bIAP inhibitor -2.2, TR-FRET SRC-2 ct 1674, TNAP act hi DEA 1, Efa HMGR inh 2.7, bIAP act 1, PPARg SRC-2 ag 3.0 and PPARg SRC-1 ag 9.1.
Cc1ccc(-c2nnc(-c3ccc4c(c3)OCO4)o2)cc1 was read as TNAP inh hiacc -4.4, TNAP inh noacc -8.3, PPARg SRC-3 ag -0.2, bIAP inhibitor -4.7, TR-FRET SRC-2 ct 1435, TNAP act hi DEA 1, Efa HMGR inh -0.4, bIAP act 1, PPARg SRC-2 ag -13.9 and PPARg SRC-1 ag 3.9.
CN(c1ccccc1C(=O)Nc1ccc(S(=O)(=O)N2CCCC2)cc1)S(C)(=O)=O was read as TNAP inh hiacc -2.6, TNAP inh noacc -11.9, PPARg SRC-3 ag 3.9, bIAP inhibitor -1.8, TR-FRET SRC-2 ct 1650, TNAP act hi DEA 1, Efa HMGR inh -2.9, bIAP act 1, PPARg SRC-2 ag 9.2 and PPARg SRC-1 ag 5.0.
O=S(=O)(Nc1ccc(Cc2ccncc2)cc1)c1cccs1 was read as TNAP inh hiacc -2.9, TNAP inh noacc 1.5, PPARg SRC-3 ag 11.9, bIAP inhibitor -3.6, TR-FRET SRC-2 ct 1605, TNAP act hi DEA 1, Efa HMGR inh -7.6, bIAP act 1, PPARg SRC-2 ag 9.7 and PPARg SRC-1 ag 7.5.
O=C(Nc1ccc(F)cc1F)c1ccco1 was read as TNAP inh hiacc -0.9, TNAP inh noacc -9.6, PPARg SRC-3 ag 4.0, bIAP inhibitor 7.9, TR-FRET SRC-2 ct 1469, TNAP act hi DEA 1, Efa HMGR inh -3.7, bIAP act 0.9, PPARg SRC-2 ag 6.2 and PPARg SRC-1 ag 5.6.
For COc1cccc(-c2cc(=O)c3cc(NC(C)=O)ccc3[nH]2)c1 the results were TNAP inh hiacc -4.3, TNAP inh noacc -12.5, PPARg SRC-3 ag 3.4, bIAP inhibitor -39.3, TR-FRET SRC-2 ct 1453, TNAP act hi DEA 1, Efa HMGR inh -5.0, bIAP act 1.4, PPARg SRC-2 ag 8.6 and PPARg SRC-1 ag 1.3.
